Screens from PubChem.
Bim-Mcl-1: inhibitors of Bim-Mcl-1 interaction, human. Q07820. AID 1009. Bead-based flow cytometry, Bim peptide-Mcl-1 binding. inhibition, % at 10 µM. 190,000 tested, 0.1% active; in the data active = inhibition above about 40%;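 note: 0% = no compound tracer wells and 100% = peptide blocker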
Target sequence (Q07820 whole entry, looked up): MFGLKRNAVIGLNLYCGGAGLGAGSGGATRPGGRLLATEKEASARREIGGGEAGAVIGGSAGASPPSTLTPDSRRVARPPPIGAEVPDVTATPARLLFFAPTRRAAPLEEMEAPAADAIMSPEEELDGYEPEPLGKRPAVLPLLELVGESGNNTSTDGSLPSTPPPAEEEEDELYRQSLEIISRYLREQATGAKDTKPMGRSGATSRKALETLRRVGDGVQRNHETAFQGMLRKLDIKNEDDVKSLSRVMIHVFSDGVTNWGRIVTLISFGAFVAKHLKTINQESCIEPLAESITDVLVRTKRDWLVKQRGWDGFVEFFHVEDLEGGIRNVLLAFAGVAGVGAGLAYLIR
Avidin bead fluor: avidin bead compound fluorescence profile | Avidin beads, compound fluorescence 488/530 nm, flow cytometry; active compounds read high | fluorescence (KMESF) at 10 µM | AID 1775 | 220,000 tested, 0.38% active; in the data active = fluorescence above about 47; note: inactives centre near 10
Mcl1 Noxa PPI: disrupts binding of human Mcl-1 to Noxa peptide; Q07820; TR-FRET Mcl-1/Noxa peptide binding, 2 h; inhibition, % at 21.7 µM; 220,000 tested, 1.5% active;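 active = compounds that cut the protein-peptide binding signal by more than 50% relative to plate controls in a single-dose test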;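 note: His-tagged Mcl-1 with rhodamine Noxa BH3 peptide and terbium anti-His antibody; 0% = Mcl-1 plus Noxa peptide wells and 100% = peptide-only wells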
Rac1 wt GTP bind: alters GTP binding to wildtype human Rac1; P63000; GST-Rac1 beads, fluorescent GTP binding, flow cytometry; actives lie on both sides; 0 = cold GTP competed, 100 = untreated; GTP binding activity (% of control), % at 10 µM; 190,000 tested, 0.27% active; AID 757;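 active = GTP binding activity at least 20 points away from the 100% control level, either lower or higher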
Mcl1 Bid PPI: disrupts binding of human Mcl-1 to Bid peptide | Q07820 | TR-FRET Mcl-1/Bid-Dy647 peptide binding, 1536-well | 220,000 tested, 0.97% active | inhibition, % at 21.7 µM;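 active = compounds that cut the binding signal by more than half at the single screening dose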;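 note: His-tagged Mcl-1 with europium anti-His antibody binding Bid BH3 peptide; 0% = Mcl-1 plus peptide wells and 100% = peptide-only wells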
Rab2 wt GTP: changes GTP binding to wildtype dog Rab2A, up or down | P61105 | GST-Rab2 wt beads, Bodipy-GTP binding, flow cytometry | GTP binding activity, % at 10 µM | 190,000 tested, 0.19% active | AID 760;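 active = GTP binding activity at least 20 points away from 100%, either lowered or raised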;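 note: 0% = beads with excess unlabeled GTP and 100% = no-compound control corrected for plate trend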
Rab7 wt modul: dog Rab7 wildtype GTP binding, inhibitors and activators; GST-Rab7 beads, fluorescent GTP binding, flow cytometry; actives lie on both sides; untreated = 100%, excess cold GTP = 0%; GTP binding activity (percent of control), % at 10 µM; 190,000 tested, 0.055% active;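 active = fluorescent GTP binding to Rab7 beads changed by at least 20 points from the 100% baseline, either direction, mostly lower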;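 note: median green fluorescence of bound Bodipy-FL-GTP per Rab7 bead population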
Rac1 act GTP bind: modulators of GTP binding to human Rac1 activated mutant | P63000 | GST-Rac1 activated beads, fluorescent GTP binding, flow cytometry; actives lie on both sides; 100% means binding = to untreated wells | 190,000 tested, 0.11% active | AID 764 | percent activity (GTP binding), % at 10 µM;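 active = GTP binding at least 20 percentage points away from the 100% baseline, in either direction, so actives lie on both sides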
Cdc42 wt GTP: modulators (inhibitors or activators) of GTP binding to human Cdc42 wildtype; P60953; GST-Cdc42 beads, Bodipy-GTP binding, flow cytometry; actives lie on both sides; percent activity (GTP binding), % at 10 µM; 190,000 tested, 0.2% active; AID 761;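 active = percent activity GTP binding at least 20 points away from the 100% baseline, either down as inhibitor or up as activator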;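 note: median bead fluorescence of bound Bodipy-FL-GTP at 100 nM; 0% = excess unlabeled GTP control and 100% = no compound control; below 100% means less GTP binding so inhibitor and above means activator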
Target sequence (P60953 whole entry, looked up): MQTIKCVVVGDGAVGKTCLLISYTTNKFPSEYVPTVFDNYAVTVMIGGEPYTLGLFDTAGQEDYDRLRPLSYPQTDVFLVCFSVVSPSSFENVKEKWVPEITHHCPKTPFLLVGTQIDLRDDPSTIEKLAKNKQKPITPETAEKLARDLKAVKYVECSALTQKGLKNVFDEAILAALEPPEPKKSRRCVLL
Pf gametocyte: kills late stage P. falciparum gametocytes. inhibition, % at 10.9 µM. 150,000 tested, 0.065% active. P. falciparum stage V gametocytes, ATP luminescence, 24 h;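 active = inhibition above the mean plus 3 SD of compounds within the control limits, set per campaign, cut at about 38% in these data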;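 note: 0% = DMSO wells and 100% = medium only without gametocytes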
HRas wt GTP: modulators of GTP binding to human HRas wildtype; 190,000 tested, 0.14% active; P01112; GST-Ras wt beads, Bodipy-FL-GTP binding, flow cytometry; actives lie on both sides; GTP binding activity, % at 10 µM;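 active = GTP binding activity at least 20% away from the 100% baseline, either lowered as inhibitor or raised as activator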;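 note: 0% = unlabeled GTP competition control and 100% = no-compound control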
Target sequence (P01112 whole entry, looked up): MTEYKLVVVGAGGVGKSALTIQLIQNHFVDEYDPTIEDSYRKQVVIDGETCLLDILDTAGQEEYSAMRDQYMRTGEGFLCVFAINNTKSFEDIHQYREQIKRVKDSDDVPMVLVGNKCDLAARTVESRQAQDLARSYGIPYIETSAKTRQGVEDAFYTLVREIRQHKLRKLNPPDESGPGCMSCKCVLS
Starred values were filed as active, the others as inactive; . = no result given.

SMILES	Bim-Mcl-1	Avidin bead fluor	Mcl1 Noxa PPI	Rac1 wt GTP bind	Mcl1 Bid PPI	Rab2 wt GTP	Rab7 wt modul	Rac1 act GTP bind	Cdc42 wt GTP	Pf gametocyte	HRas wt GTP
CCOC(=O)N1N=C(c2ccccc2)CC1(O)C(F)(F)F (configuration not stated)	0	9	-5	97	-10	96	96	96	96	-12	97
CCCN1C(=O)/C(=C/c2cc(C)n(C)c2C)SC1=Nc1ccc(OC)cc1	0	10	16	96	-94	96	92	94	94	.	94
CCOc1cc(Cl)c(S(=O)(=O)NCc2ccccn2)cc1Cl	1	7	-8	93	-28	94	95	91	91	.	90
O=C(O)CCc1nn2cc(-c3ccccc3)nc2[nH]c1=O	-1	38	21	102	-9	100	100	97	101	.	100
CC1=C(C(=O)N2CCN(c3cc(C)ccc3C)CC2)C2(CCCCC2)OC1=O	-4	3	2	104	-3	98	98	97	102	.	98
CN1CCN(C(=O)c2ccc3ccccc3c2)CC1	-2	17	-28	103	-30	101	99	99	103	-16	102
CCNc1cc(N2CCOCC2)nc(SC)n1	-1	6	-1	98	-49	98	90	94	100	16	97
COc1ccc(N(CC(=O)Nc2ccccc2C(N)=O)S(=O)(=O)c2ccc(C)c([N+](=O)[O-])c2)cc1	3	16	19	89	1	92	95	90	90	.	91
Cc1nnc(NC(=O)CSc2ncn(-c3ccccc3)n2)s1	-2	7	-3	95	-5	96	96	93	94	9	95
Cc1ccc(S(=O)(=O)n2c3ccc(F)cc3c3nc(C)sc32)cc1	-29	3	-1	103	-24	97	99	99	99	.	99
Cc1ccc(-c2nnc3n2N=C(c2ccccc2)CS3)cc1	0	5	20	105	-14	100	100	100	99	.	101
c1nc(N2CCN(Cc3ccc4c(c3)OCO4)CC2)c2[nH]cnc2n1	-2	8	3	113	-17	104	101	103	103	.	102
CC(C)N(C(=O)C(F)(F)F)C(C(=O)NC1CCCCC1)c1ccncc1 (configuration not stated)	-1	6	-6	99	-9	99	94	93	100	.	98
O=C(CN1C(=O)c2ccccc2C1=O)Nc1ccc(N2CCOCC2)cc1	2	10	23	102	-66	99	95	98	100	.	100
CCOCCCNC(=O)C1CCN(C(=O)Nc2ccc(C)cc2)CC1	0	9	13	102	10	101	101	101	102	-11	101
O=C(Nc1cccc(Cl)c1N1CCCC1)c1ccc([N+](=O)[O-])o1	0	9	2	96	5	95	103	91	93	-11	96
COc1ccc2c(c1)c(=O)c(C(=O)c1ccccc1)cn2Cc1ccc(C)cc1	-2	6	2	109	-1	101	99	102	105	.	101
COc1ccc(CCn2c(N)c(S(=O)(=O)c3cccs3)c3nc4ccccc4nc32)cc1OC	7	45	-8	89	-40	89	97	95	92	5	92
N#C/C(=C\c1cn(Cc2ccccc2)c2ccccc12)C(=O)NCc1ccco1	-1	15	5	99	-2	96	96	101	98	-5	96
Cc1cc(Cl)ccc1OCc1nnc2n1CCCCC2	0	12	9	97	-11	92	92	94	94	15	94
COc1ccc(Cl)cc1NC(=O)COC(=O)CNC(=O)c1ccc([N+](=O)[O-])c(C)c1	0	17	16	101	-29	95	103	95	97	12	99
Cc1cc(-c2nnc3n2CCCCC3)c(C)n1-c1ccccc1	0	17	11	99	-14	102	102	99	100	-5	101
Cc1ccc(-c2[nH]c(-c3ccc(C(=O)O)cc3)nc2-c2ccccc2)cc1	0	16	18	87	-3	88	92	89	80	-27	90
Nc1cc(Cl)nc(N/N=C/c2ccc([N+](=O)[O-])cc2)n1	0	21	21	103	0	97	99	100	98	9	99
CCOC(=O)c1ccc2[nH]c3c(c2c1)CN(C)CC3	0	6	15	101	-13	103	103	98	102	.	104
The listing continues.
SMILES	Bim-Mcl-1	Avidin bead fluor	Mcl1 Noxa PPI	Rac1 wt GTP bind	Mcl1 Bid PPI	Rab2 wt GTP	Rab7 wt modul	Rac1 act GTP bind	Cdc42 wt GTP	Pf gametocyte	HRas wt GTP
CCc1ccc(NC(=S)N(CCCN2CCN(C)CC2)Cc2cccs2)cc1	-3	12	21	106	-29	99	98	98	102	.	99
O=C(Nc1cccc(S(=O)(=O)NC2=NCCCCC2)c1)c1cc(-c2ccccc2)nc2ccccc12	3	3	-16	103	4	101	105	101	96	-2	102
COc1ccc(-c2nnc(SCC(=O)NNC(=O)c3ccc(C)cc3)o2)cc1	0	3	2	101	3	97	100	98	100	13	100
COc1ccccc1N1CCN(C(=O)C(C)N(c2ccc(C)c(C)c2)S(C)(=O)=O)CC1 (configuration not stated)	0	15	18	99	-13	98	99	97	100	20	97
Cc1cc(NC(=O)c2ccc(N3C(=O)C4C5C=CC(C5)C4C3=O)cc2)no1 (configuration not stated)	0	13	0	103	-16	99	104	96	99	.	101
CC(C)(C)NC(=O)CON=C1c2ccccc2-c2ccccc21	-6	7	10	100	4	98	96	95	100	20	97
O=C(Nc1cc2c(=O)n(-c3ccc(Oc4ccccc4)cc3)ccc2oc1=O)c1ccccc1	0	7	-2	99	-9	100	103	96	97	0	97
Cc1sc2ncnc(-n3cnc4ccccc43)c2c1C	-2	16	-3	95	7	97	97	98	96	.	98
CCCOC(=O)c1ccc(Oc2c(-c3ccc(OC)cc3O)n[nH]c2C)cc1	1	28	3	99	17	101	100	98	101	.	99
CC1(C)CC(=O)c2c(n(-c3cccc4ccccc34)ccc2=O)C1	-2	16	-13	103	-29	102	104	97	106	-25	102
N#Cc1c(NC(=O)C2CC(Cl)=CCC2C(=O)O)sc2c1CCCCC2 (configuration not stated)	1	12	2	96	-18	88	94	88	91	-6	90
O=C1CC(Cc2ccccc2)C(=O)N1c1ccc(Cl)cn1 (configuration not stated)	1	8	19	111	-12	103	104	104	106	.	105
COc1cc(OC)cc(C(=O)NNC(=O)c2ccccc2Br)c1	-9	20	-11	102	-7	97	95	97	101	.	97
COc1ccc(CCNc2ccc(N3C(=O)CC(C)C3=O)cc2[N+](=O)[O-])cc1 (configuration not stated)	-1	8	10	99	-13	96	102	96	95	-12	97
CCCCCCOc1ccc(N2C(=O)CC(N(CCc3ccc(S(N)(=O)=O)cc3)C(C)=O)C2=O)cc1 (configuration not stated)	4	9	-11	93	-30	95	92	93	94	-3	96
CC1CCc2nn(CC(=O)NCCCN3CCOCC3)cc2C1 (configuration not stated)	-3	24	22	102	-10	97	95	98	100	.	99
CCN(c1nc(C)cc(OC)n1)S(=O)(=O)c1ccccc1	-1	32	21	107	-13	104	98	102	103	4	102
CCOC(=O)N1CCC(N(CCN(C)C)C(=S)Nc2ccc(Oc3ccccc3)cc2)CC1	-4	20	0	99	-52	97	103	95	95	21	100
CC(C)CNC(=O)CSc1nnc(-c2cccc(S(=O)(=O)N3CCCCC3)c2)o1	4	6	-7	110	-15	101	103	101	106	.	103
CCOC(=O)CC1C(=O)NC2CCCCC2N1C(=O)Nc1ccc(Cl)cc1 (configuration not stated)	-5	15	21	101	-15	100	100	97	99	-12	99
Cc1cccc(CCNC(=O)COc2cc(=O)n(C)c3ccccc23)c1	0	9	-4	104	-15	100	95	94	97	-12	97
Cn1cc(CNC(=O)C2CCCCC2)cn1	-3	0	-5	101	-16	104	101	101	100	.	100
CCOC(=O)c1nn(-c2ccc3ccccc3c2)cc1O	0	13	8	97	-28	95	96	97	99	9	97
CCOc1cc(C(=O)NCC(C)CN(C)C)cc(OCC)c1OCC (configuration not stated)	3	11	-11	105	-9	100	99	101	103	.	101
Cc1cccc(CCNC(=O)C2CCN(S(=O)(=O)c3c(C)nn(C)c3C)CC2)c1	0	8	3	99	12	97	100	96	95	14	98

Looked up by compound from the entries so far, four records:
SMILES	Bim-Mcl-1	Avidin bead fluor	Mcl1 Noxa PPI	Rac1 wt GTP bind	Mcl1 Bid PPI	Rab2 wt GTP	Rab7 wt modul	Rac1 act GTP bind	Cdc42 wt GTP	Pf gametocyte	HRas wt GTP
O=C(Nc1cccc(S(=O)(=O)NC2=NCCCCC2)c1)c1cc(-c2ccccc2)nc2ccccc12	3	3	-16	103	4	101	105	101	96	-2	102
Cc1sc2ncnc(-n3cnc4ccccc43)c2c1C	-2	16	-3	95	7	97	97	98	96	.	98
CCc1ccc(NC(=S)N(CCCN2CCN(C)CC2)Cc2cccs2)cc1	-3	12	21	106	-29	99	98	98	102	.	99
CC(C)(C)NC(=O)CON=C1c2ccccc2-c2ccccc21	-6	7	10	100	4	98	96	95	100	20	97

More results follow.
SMILES	Bim-Mcl-1	Avidin bead fluor	Mcl1 Noxa PPI	Rac1 wt GTP bind	Mcl1 Bid PPI	Rab2 wt GTP	Rab7 wt modul	Rac1 act GTP bind	Cdc42 wt GTP	Pf gametocyte	HRas wt GTP
CN(C)CCC1Sc2ccccc2Oc2ccccc21 (configuration not stated)	2	16	25	105	58*	100	97	102	103	10	103
O=C(O)c1cnc(-c2ccccc2)nc1Sc1ccccc1	2	32	7	97	3	95	97	95	92	10	95
CCc1nnc(NC(=O)CSc2nnc(Cc3ccccc3)n2-c2ccccc2)s1	0	12	.	92	-3	89	90	90	92	.	92
CCC(=O)N(CC)Cc1cc(=O)[nH]c2ccccc12	0	5	14	104	-2	98	97	98	102	3	99
Cc1cccc(N(C(=O)CCC(=O)Nc2cccnc2)C(C(=O)NC2CCCC2)c2ccncc2)c1 (configuration not stated)	3	19	4	105	-1	103	98	100	102	-39	101
CCN1CCN(C(c2ccc(OC)cc2)c2nnnn2Cc2ccc3c(c2)OCO3)CC1 (configuration not stated)	0	8	9	97	-30	99	104	94	98	-6	97
CN(c1ccccc1)S(=O)(=O)c1cccc(NC(=O)CSc2ncn[nH]2)c1	-6	10	-4	104	-34	99	100	102	102	.	101
Cc1cc(SCC(=O)Nc2ccccc2)nc(C)n1	-1	7	-16	104	-8	98	98	102	102	7	99
COc1ccc2c(c1)-c1nc(/N=C/c3ccc(O)cc3)sc1CC2	0	2	14	102	-65	101	104	100	103	24	101
Fc1ccc2[nH]c3c(Cl)ncnc3c2c1	-2	12	-4	94	-14	95	94	95	95	-19	95
CCOc1ccc(NC(=S)N(CCCN2CCCC2)Cc2cccn2Cc2ccc(Cl)cc2)cc1	-4	16	29	108	-33	103	106	100	107	26	104
Cc1cc(-c2ccccc2)nc(N2CCC(C(=O)NC34CC5CC(CC(C5)C3)C4)CC2)n1	-3	16	11	105	2	103	100	99	105	27	103
CCCc1nnc(SCC(=O)O)n1/N=C/c1ccc2c(c1)OCO2	0	17	21	102	-6	95	97	97	100	0	98
COCCSc1nnc(NC(=O)c2cc(OC)c(OC)cc2[N+](=O)[O-])s1	0	9	12	102	-34	100	106	96	102	20	100
O=C(COC(=O)CCc1nc2ccccc2s1)Nc1nc(-c2ccccc2)cs1	-2	3	-5	100	-10	100	101	99	99	.	101
CCOC(=O)c1ccc(NC(=O)Nc2ccn(C)n2)cc1	-1	3	-13	104	-25	102	103	101	103	.	103
CC#CCN(CC#CC)S(=O)(=O)c1ccc(S(=O)(=O)N2CCOCC2)cc1	-3	14	0	104	-27	104	105	97	106	.	106
Cc1cc(-c2ccccc2)nc(SCC(=O)c2cccc([N+](=O)[O-])c2)n1	-2	9	-21	101	-37	102	100	98	103	.	102
O=c1/c(=C/c2ccco2)sc2n1CN(c1ccccc1)CN=2	4	8	11	101	-28	98	99	98	99	2	99
